EWS-Fli block: EWS/Fli transcriptional activity inhibition | actives 0.67% (n = 350,000) | AID 651661 | A673 NR0B1-luciferase reporter, viability-normalised | inhibition, % at 12.6 µM;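 active = mean inhibition of at least 50% after viability correction, with every replicate also passing that limit; inconclusive = mean reaches 50% but only one of two replicates passes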;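 note: firefly luciferase signal divided by Alamar Blue viability fluorescence both relative to DMSO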
CFTR F508del cor: CFTR F508del correction in bronchial cells; actives 0.36% (n = 350,000); CFBE cells, YFP halide quenching; stimulated with forskolin plus potentiator P3; % fluorescence drop versus neutral controls; AID 720511; activity (quench increase), % at 7.58 µM;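 active = mean added fluorescence quench of at least 8% versus neutral control, with both replicates also reaching 8%; inconclusive = only one of the mean or replicate conditions met; inactive = mean below 8% and not both replicates reaching 8%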;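 note: cells transiently co-express mutant CFTR-F508del with the halide-sensitive YFP; corrector assay measuring rescue of mutant channel to the surface after 24 h compound exposure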
DENV2 CPE: DENV2-induced cell death inhibition. DENV2-infected cells, cytopathic effect rescue, plate reader. CPE inhibition, % at 9.99 µM. actives 1.7% (n = 350,000); in the data active = CPE inhibition above about 20%, passing the limit was not always enough; inconclusive = no clear call, values can overlap the other calls; tested in BHK-21 cells;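 note: 0% = median of neutral control wells and 100% = median of positive control wells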
miR122 inh: miR-122 inhibition in Huh7 cells; Huh7 miR-122 Renilla luciferase sensor, 48 h; neutral wells = 0, positive control = 100; activation (reporter increase), % at 12.5 µM; actives 0.3% (n = 340,000);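 active = mean replicate activation score at least 90 and every replicate individually at or above 90; inconclusive = only one of the two criteria met; inactive = neither criterion met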;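 note: higher luciferase means less miR-122 activity so hits act as miR-122 inhibitors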
INS-1E GSIS act: primary screen for activators of insulin secretion dependent on glucose, INS-1E cells, GLuc reporter luminescence; INS-1E GLuc reporter insulin secretion, 2-3 h; activation, % at 16.6 µM; actives 0.61% (n = 370,000);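 active = lowest replicate activation of at least 40%, so every replicate reaches that level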;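 note: 0% = median of neutral control wells and 100% = median of IBMX positive control wells; some compounds called inactive have numbers as strong as hits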
PAX8 reporter: inhibitors of PAX8 transcriptional activity in RMG-I cells; AID 652154; inhibition, % at 12.6 µM; RMG-I TPO-luciferase reporter, SteadyGlo, 24 h; actives 1.2% (n = 360,000);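 active = mean replicate inhibition at least 60% with every replicate also reaching 60%; inconclusive = only one of the two criteria is met; inactive = mean below 60% and not all replicates reaching 60%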;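 note: luciferase light reporting Pax8 driven TPO promoter activity; plate controls were median of neutral control wells for no effect and mitoxantrone controls for full effect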
FN deposition inh: fibronectin deposition inhibition; AH1F fibroblasts, Alexa488-fibronectin deposition fluorescence, overnight; inhibition, % at 12.6 µM; actives 0.086% (n = 350,000); AID 743247;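 active = mean inhibition across replicates of 30% or more, regardless of how many single replicates reach that level; inconclusive = mean under 30% yet at least half of replicates reach 30%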;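 note: positive control wells lacked labelled fibronectin entirely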
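material = AH1F fibroblast monolayer depositing Alexa488-labelled fibronectin into matrix | amount = 10000 AH1F cells/well | buffer or medium = DMEM plus 2% serum, read in PBS | incubation = 1 h cell adhesion before compound, then overnight fibronectin incubation | detection = fluorescence at 485 nm excitation, 525 nm emission | evaluation = percent inhibition as loss of matrix-bound fibronectin fluorescence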
Starred values were filed as active, the others as inactive; ? = inconclusive; . = no result given; & = joins results of further samples; [ ] = another dose, or the depositor's remark.

Under each structure: EWS-Fli block, CFTR F508del cor, DENV2 CPE, miR122 inh, INS-1E GSIS act, PAX8 reporter, FN deposition inh
(1) C/C=C/c1ccc([C@H]2[C@H]3CN(C(=O)Nc4cccc(OC)c4)CC(=O)N3[C@H]2CO)cc1
    3, 5.2, 1, ., -1, -7, 1
(2) CC(Sc1n[nH]c(N)n1)C(=O)Nc1cccc(S(=O)(=O)N2CCOCC2)c1 (stereo not drawn)
    -11, -2.4, 0, ., 0, 1, 0
(3) Cc1cc(C(=O)NNC(=O)c2ccc(C(F)(F)F)cc2)no1
    3, 0.0, 1, ., 5, 19, -4
(4) CCCCNc1ncnc2sc3c(c12)CCN(CCC)C3
    -7, -0.2, 1, -6, 19, 4, 5
(5) C[C@@H]1CN([C@@H](C)CO)S(=O)(=O)c2ccc(C3=CCCCC3)cc2O[C@@H]1CN(C)C(=O)Cc1ccccc1
    22, 0.0, ?, 12[16.7 µM], -23, ., -3
(6) C/C=C/c1ccc2c(c1)O[C@@H](CN(C)C(=O)NC(C)C)[C@H](C)CN([C@@H](C)CO)S2(=O)=O
    -1, -2.0, 2, -6[16.7 µM], 16, ., -11
(7) O=C(COC(=O)c1ccc2c(c1)OCCO2)NCCc1ccc(F)cc1
    -4, 4.1, ?, 0, 16, -12, 1
(8) CN(CCc1ccccn1)C(=O)Nc1ccc(Cl)cc1
    ., ., ., 10, 14, ., 9
(9) COC(=O)c1sc2ncccc2c1OCc1ccc(Cl)cc1Cl
    ., ., ., 0, ., 19, -3
(10) CCCc1cn(CC[C@H]2CC[C@@H](NC(=O)C3CCCCC3)[C@@H](CO)O2)nn1
    1, -1.5, -4, 1[16.7 µM], 7, -13, .
(11) C/C=C/c1ccc2c(c1)O[C@H](CN(C)C(=O)Nc1cccc(F)c1)[C@@H](C)CN([C@H](C)CO)S2(=O)=O
    3, 3.9, 0, 40[16.7 µM], -8, 2, .
(12) COc1ccc(NC(=O)c2cn(C)c(=O)c3cc(OC)c(OC)cc23)cc1OC
    7, 1.6, 9, 4, 13, -2, -6
(13) COc1ccc(NC(=O)c2sc3nc(-c4cccnc4)ccc3c2N)cc1OC
    7, 0.9, -2, -7, ., -13, 1
(14) COCCOC(=O)c1c(C)oc2ccc(OCc3cc(C(=O)OC)oc3C)cc12
    ., ., ., -3, -30, ., -11
(15) CC(=O)Nc1cccc(OCc2ccc(F)cc2)c1
    -16, -2.6, -6, ., -3, -15, .

2 successive records already listed, quoted:
Under each structure: EWS-Fli block, CFTR F508del cor, DENV2 CPE, miR122 inh, INS-1E GSIS act, PAX8 reporter, FN deposition inh
(14) COCCOC(=O)c1c(C)oc2ccc(OCc3cc(C(=O)OC)oc3C)cc12
    ., ., ., -3, -30, ., -11
(15) CC(=O)Nc1cccc(OCc2ccc(F)cc2)c1
    -16, -2.6, -6, ., -3, -15, .

Next part.
Under each structure: EWS-Fli block, CFTR F508del cor, DENV2 CPE, miR122 inh, INS-1E GSIS act, PAX8 reporter, FN deposition inh
(16) CS(=O)(=O)Cc1ccc(C(=O)N2CCN(C(=O)c3cccs3)CC2)cc1
    -2, -2.4, -2, -1, 19, -10, 6
(17) COCCNC(=O)C[C@H]1C[C@H]2c3cc(NC(=O)CC4CC4)ccc3O[C@H]2[C@@H](CO)O1
    0, -0.3, 8, 2[16.7 µM], -10, -15, -25
(18) CC(C)NC(=O)N(C)C[C@H]1OCc2ccccc2-c2ccccc2C(=O)N([C@@H](C)CO)C[C@@H]1C
    -16, -0.9, 0, ., 17, ., 19
(19) CNC[C@@H]1OCc2cn(nn2)CCCC(=O)N([C@@H](C)CO)C[C@@H]1C
    -5, 3.6, ., 1[16.7 µM], 6, 4, 10
(20) CC(=O)Nc1nonc1-c1nc2ccccc2n1Cc1nnc(C)o1
    ., ., ., 7, ., -10, -3
(21) COc1ccccc1OCCNC(=O)c1cc(C2CC2)nc2c1cnn2C(C)C
    0, -0.7, 2, 4, -11, 5, 0
(22) O=C(CNc1cccc2ccccc12)N/N=C/c1ccc(OC(=O)/C=C/c2ccco2)cc1
    1, -7.7, 1, 1, 11, 38, .
(23) COc1ccc(NC(=O)c2cccc(N3C(=O)NC4CC3(C)Oc3ccccc34)c2)cc1 (stereo not drawn)
    ., ., ., -6, -18, ., -1
(24) O=C1c2cc([N+](=O)[O-])cc3cc([N+](=O)[O-])cc(c23)C(=O)N1c1ccccn1
    26, -0.4, 5, -9, -25, 32, 9
(25) C=CCC1NS(=O)(=O)OCC1NC(=O)OCC(Cl)(Cl)Cl (stereo not drawn)
    -5, 1.1, -1, 7, 2, -3, 6
(26) N#C/C(=C/c1cn[nH]c1-c1ccc(Br)cc1)C(=O)O
    3, 1.2, -4, ., 7, 0, 5
(27) CC1CN(CCOCCSc2ccc(Cl)cc2)CC(C)O1 (stereo not drawn)
    6, -1.7, 10, 3, -18, 2, 3
(28) C[C@@H]1CN([C@@H](C)CO)C(=O)c2cc(NS(=O)(=O)c3ccc(Cl)cc3)ccc2O[C@@H]1CN(C)S(=O)(=O)c1cn(C)cn1
    1, 1.5, -9, -19[16.7 µM], 10, ., .
(29) CCCNC(=O)N[C@H]1CC[C@H](CCNS(=O)(=O)c2cccc(F)c2)O[C@H]1CO
    1, 1.1, 0, -2[16.7 µM], -8, -13, -3
(30) Cc1cc(C)c(Cc2c(C)nc3c(C(=O)NCc4ccco4)cnn3c2C)c(C)c1
    34, ?, 4, -13, -28, ., .
(31) COc1ccc(/C=C\c2onc(C)c2S(=O)(=O)N2CCC(C(=O)NCc3ccco3)CC2)cc1
    4, 0.9, -8, -5, 4, 17, -11
(32) COC(=O)C1C2CCCCC1C(=O)O2 (stereo not drawn)
    6, -2.5, 3, -7, 0, -6, -8
(33) Cc1cc(C)n2nc(C(=O)OCC(=O)NCc3ccccc3)nc2n1
    0, 4.6, -6, -10, 2, -11, 8
(34) CCOC(=O)Cn1nc(C(F)F)c(Br)c1C
    -14, -2.1, -10, ., -8, 26, 3
(35) Cc1ccc(CS(=O)Cc2ccc(C(=O)NC3CCCCCC3)o2)cc1 (stereo not drawn)
    -7, -3.4, 0, ., -7, 3, -17
(36) CNC[C@@H]1OCCCC[C@H](C)Oc2ccc(NC(=O)c3ccccc3)cc2C(=O)N([C@H](C)CO)C[C@H]1C
    -1, 0.0, ?, 1[16.7 µM], 13, -13, .
(37) COc1ccc(S(=O)(=O)N(C)C[C@H]2Oc3c(NS(=O)(=O)c4ccc(F)cc4)cccc3C(=O)N([C@H](C)CO)C[C@@H]2C)cc1
    -4&5, 0.1&-1.2, 11&4, 1, -6&-8, 3&8, -9
(38) O=[N+]([O-])c1ccc2c(c1)CCCO[C@]21O[C@H](CCO)C[C@H](O)[C@H]1O
    0, -0.4, 6, ., 17, -11, -1
(39) COc1ccc(C2=NOC(C(=O)NCc3cccs3)C2)cc1 (stereo not drawn)
    ., ., ., 7, ., -35, 5
(40) CCOc1cc(C(=O)CCC(=O)OCC(=O)N2c3ccccc3NC(=O)C2(C)C)ccc1O
    ., ., ., 3, ., 21, -14
(41) O=C(NC1C/C(=N/O)c2cc3c(cc21)OCO3)C(F)(F)F (stereo not drawn)
    5, -1.4, 2, -5, 12, -11, 0
(42) C[C@H]1CCCCO[C@H](CN(C)S(=O)(=O)c2cccs2)[C@@H](C)CN([C@@H](C)CO)C(=O)c2cc(NC(=O)Nc3ccc(F)cc3)ccc2O1
    10, -0.2, -7, 15[16.7 µM], -7, -10, .
(43) CC(=O)Nc1ccc(NS(=O)(=O)c2ccc(-c3cnc(C4CC4)o3)cc2)cc1
    ., -1.2, -1, -5, 5, 37, -13
(44) Cc1ccccc1-c1cc(C(=O)O)nn1CC1CC(c2cccc([N+](=O)[O-])c2)=NO1 (stereo not drawn)
    11, 0.5, 126*, ., 16, -5, -32
(45) C#CCN1C(=O)C(O)(CC(=O)/C=C/C=C/c2ccccc2)c2ccccc21 (stereo not drawn)
    29, 0.1, 0, 8, -11, 28, 3
(46) CS(=O)(=O)N1CCC(C(=O)N2CCN(c3ccccc3F)CC2)CC1
    -4, -0.5, -3, 5, 1, -2, 1
(47) CCN1C(=O)c2cccc3c(S(=O)(=O)N(C(=O)c4cccnc4)c4ccc(OC)cc4)ccc1c23
    ., ., ., ?, -25, 14, 5
(48) COc1cccc(CC2(CO)CCCN(Cc3ccc(-c4ccco4)cc3)C2)c1 (stereo not drawn)
    7, -0.1, 5, ., 9, 4, 5
(49) O=C(Nc1ccc2c(c1)N(S(=O)(=O)c1cccs1)CCC2)c1c(F)cccc1F
    -9, 1.7, 10, ., 15, 14, 7
(50) CC(C)[C@H](NC(=O)N1CC(=O)Nc2ccccc21)C(=O)N[C@H](Cc1c[nH]c2ccccc12)C(=O)O
    0, -0.5, -6, -14, -2, ., .
(51) COc1ccccc1-c1nnc(C2CCN(S(=O)(=O)c3ccccc3[N+](=O)[O-])CC2)o1
    3, -0.2, -3, -7, -2, 33, -10
(52) Cc1cccc(N2CCN(C(=O)CNC(=O)c3ccccc3)CC2)c1C
    -47, -2.4, 17, -7, 3, -56, 0
(53) COc1cccc(OC)c1C(=O)NC(=S)Nc1ccc(S(=O)(=O)Nc2nccs2)cc1
    7, 1.4, ., ., 12, 8, 2
(54) CC(C)NC(=O)N(C)C[C@H]1OCCCC[C@H](C)Oc2ccc(N(C)C)cc2C(=O)N([C@@H](C)CO)C[C@@H]1C
    ., 1.2, ?, -1[16.7 µM], ., -8, .
(55) C[N+]1(CCC(=O)c2ccccc2)CCCCC1
    ., ., ., ., 0, 0, 3
(56) Cc1onc(-c2ccccc2)c1C(=O)NC(=S)NNC(=O)c1cc(-c2ccc(F)cc2)n[nH]1
    15, 5.4, -3, -3, 24, 9, 3

Among those listed so far, 6 contain a furan ring, fused or not.
Under each structure: EWS-Fli block, CFTR F508del cor, DENV2 CPE, miR122 inh, INS-1E GSIS act, PAX8 reporter, FN deposition inh
(14) COCCOC(=O)c1c(C)oc2ccc(OCc3cc(C(=O)OC)oc3C)cc12
    ., ., ., -3, -30, ., -11
(22) O=C(CNc1cccc2ccccc12)N/N=C/c1ccc(OC(=O)/C=C/c2ccco2)cc1
    1, -7.7, 1, 1, 11, 38, .
(30) Cc1cc(C)c(Cc2c(C)nc3c(C(=O)NCc4ccco4)cnn3c2C)c(C)c1
    34, ?, 4, -13, -28, ., .
(31) COc1ccc(/C=C\c2onc(C)c2S(=O)(=O)N2CCC(C(=O)NCc3ccco3)CC2)cc1
    4, 0.9, -8, -5, 4, 17, -11
(35) Cc1ccc(CS(=O)Cc2ccc(C(=O)NC3CCCCCC3)o2)cc1 (stereo not drawn)
    -7, -3.4, 0, ., -7, 3, -17
(48) COc1cccc(CC2(CO)CCCN(Cc3ccc(-c4ccco4)cc3)C2)c1 (stereo not drawn)
    7, -0.1, 5, ., 9, 4, 5
